# High-throughput results deposited in PubChem BioAssay by National Center for Advancing Translational Sciences (NCATS).
# Pf growth 96h – Primary qHTS for delayed death inhibitors of the malarial parasite plastid, 96 hour incubation | P. falciparum luciferase reporter growth, 96 h | Potency, µM (titrated, usually from 28.7 µM), for the others: top-dose activity change, negative = inhibition, usual class: inhibitors | 6.9% of 320,000 active | AID 504834, 2011; further: potency means the concentration at half of the fitted maximal effect; on the % scale 0 is the no-effect control and ±100 the full control effect
#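 Cell-based qHTS: luciferase-tagged P. falciparum in erythrocytes (2% hematocrit, 0.05% parasitemia final) incubated with compounds for 96 hours, 37 C, 5% CO2; luciferase detection reagent then added and luminescence measured.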
# Sm TGR block – qHTS Assay for the Inhibitors of Schistosoma Mansoni Peroxiredoxins; purified TGR, DTNB reduction, TNB absorbance 405 nm; Potency, µM (titrated, usually from 114 µM), without a hit: at the top dose activity change, negative = inhibition, actives largely listed as inhibitors; 3% of 360,000 active; Schistosoma mansoni thioredoxin glutathione reductase (TGR), Q962Y6; further: potency means the concentration at half of the fitted maximal effect; on the % scale 0 is the no-effect control and ±100 the full control effect; nearly all actives have a fitted effect of over 60% in size
#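 Kinetic colorimetric format: TGR-catalysed, NADPH-driven DTNB reduction monitored via TNB absorbance. Enzyme dispensed at 20 nM; compound exposure 15 min at room temperature before reaction start.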
# Giardia FBPA inh – qHTS Assay for Inhibitors of Fructose-1,6-bisphosphate Aldolase from Giardia Lamblia | AID 2451, 2010 | purified Giardia FBPA | Potency, µM (top dose mostly 59.6 µM), for the others: at the highest dose activity, negative = inhibition, hits mostly inhibitors | 0.71% of 290,000 active | A8B2U2; further: potency means the concentration at half of the fitted maximal effect; on the % scale 0 is the no-effect control and ±100 the full control effect; nearly all actives have a fitted effect of over 55% in size
# Target sequence (A8B2U2 whole entry, looked up): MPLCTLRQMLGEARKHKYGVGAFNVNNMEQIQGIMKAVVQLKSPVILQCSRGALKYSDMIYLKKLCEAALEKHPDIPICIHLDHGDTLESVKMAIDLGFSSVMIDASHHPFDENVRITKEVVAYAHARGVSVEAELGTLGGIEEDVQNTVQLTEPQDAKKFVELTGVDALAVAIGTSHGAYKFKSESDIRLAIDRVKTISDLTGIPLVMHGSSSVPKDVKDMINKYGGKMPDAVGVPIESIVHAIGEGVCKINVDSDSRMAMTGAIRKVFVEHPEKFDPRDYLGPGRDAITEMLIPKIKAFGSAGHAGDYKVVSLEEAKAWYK
#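 Giardia FBPA (40 nM reagent) was preincubated 10 min at RT with compound (up to 57.5 uM final), then substrate plus GAPDH/TPI/NAD/arsenate coupling system with diaphorase/resazurin was added; resorufin fluorescence (525/598 nm) was read after 20 min.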
# CHX counter – Cycloheximide Counterscreen for Small Molecule Inhibitors of Shiga Toxin | cell reporter, cycloheximide protein synthesis inhibition counterscreen | max response, % | 12% of 300,000 active | AID 2314, 2010; in the data active means max response mostly above about 13%, no sharp cut-off; inactive means mostly below about 14%; further: read at 38.3 µM for the half of the compounds with a filed dose; 0% is about no effect
# Shiga toxin inh – A qHTS for Small Molecule Inhibitors of Shiga Toxin; inhibition, % at 38.7 µM; Vero cells, Shiga toxin protein synthesis inhibition reporter; 9.2% of 290,000 active; in the data active means inhibition mostly above about 28%, no sharp cut-off; inactive means mostly below about 43%; further: 0% is about no effect
# Pf growth 48h – Primary qHTS for delayed death inhibitors of the malarial parasite plastid, 48 hour incubation; 5.9% of 310,000 active; P. falciparum luciferase growth in erythrocytes, 48 h; AID 504832, 2011; Potency, µM (titrated, usually from 28.7 µM), without a hit: at the highest dose activity change, negative = inhibition, usual class: inhibitors; further: potency means the concentration at half of the fitted maximal effect; on the % scale 0 is the no-effect control and ±100 the full control effect
#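 Read-out is firefly luciferase luminescence from an integrated reporter in P. falciparum, so falling signal marks reduced parasite growth. Infected erythrocytes were at 2% hematocrit and 0.1% parasitemia (final) in Albumax-supplemented RPMI 1640.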
# The depositor's hits bear a star; ? = inconclusive; / = no result given; & = joins results of further samples; ! = repeats disagree; [ ] = another dose, or the depositor's remark. Unless noted, the call rests on the fitted dose curve; in most records, active means well fitted curve in the direction sought with a large enough effect; inconclusive means small, poorly fitted or top-dose-only effect, or another doubt; inactive means no such curve, though single readings can be large; an effect the other way counts as inactive or inconclusive.
# Start of the data: the first 5 records, to show the layout:
No.	mol	Shiga toxin inh	CHX counter	Pf growth 96h	Pf growth 48h	Giardia FBPA inh	Sm TGR block
1	CCN1C(=O)N(CC)c2cccc3cccc1c23	-10	-2	?	33%[activator]	-18%	-7%
2	COc1ccc(N2C(=O)/C(=C\c3ccco3)N=C2SCC(N)=O)cc1Cl	5	2	-20%	-22%	-11%	?
3	CCc1ccc(NC(=O)CSc2nc(=O)n(CCCN(C)C)c3c2CCC3)cc1	/	/	-18%	?	/	0%
4	N#Cc1c(N)n(Cc2ccccc2)c(=O)c2cc([N+](=O)[O-])ccc12	-7	1	?	?	4%	9%
5	O=C1C2C3C=CC(C2C(=O)N1CCO)C1C(=O)N(CCO)C(=O)C31 (configuration not stated)	-7	-2	52%[activator]	/	6%	-25%

# Results, from the first entry:
No.	mol	Shiga toxin inh	CHX counter	Pf growth 96h	Pf growth 48h	Giardia FBPA inh	Sm TGR block
1	CCN1C(=O)N(CC)c2cccc3cccc1c23	-10	-2	?	33%[activator]	-18%	-7%
2	COc1ccc(N2C(=O)/C(=C\c3ccco3)N=C2SCC(N)=O)cc1Cl	5	2	-20%	-22%	-11%	?
3	CCc1ccc(NC(=O)CSc2nc(=O)n(CCCN(C)C)c3c2CCC3)cc1	/	/	-18%	?	/	0%
4	N#Cc1c(N)n(Cc2ccccc2)c(=O)c2cc([N+](=O)[O-])ccc12	-7	1	?	?	4%	9%
5	O=C1C2C3C=CC(C2C(=O)N1CCO)C1C(=O)N(CCO)C(=O)C31 (configuration not stated)	-7	-2	52%[activator]	/	6%	-25%
6	Cc1cccc(/C=C/C(=O)c2ccc(NC3=NCCCS3)cc2)c1	24	26*	34%[activator]	18%	-4%	-18%
7	CC(=O)C1=C(O)C(=O)N(c2nccs2)C1c1ccccc1F (configuration not stated)	-4	2	10%	5%	-16%	0%
8	O=C(COC(=O)c1cc[n+]([O-])cc1)Nc1ccc(Br)cc1	/	/	26%	1%	/	1%
9	CN(C)C(=O)c1cc(C(=O)c2ccccc2F)c[nH]1	21	1	55%[activator]	20%[0.00184 µM]	-5%	4%
10	CC(=O)CSc1cc(-c2ccccc2)nc2ncnn12	-7	-3	-19%	5%	-12%	?
11	COC(=O)C1=C(C)N(CC2CC2)C(=NCc2cccc(C(F)(F)F)c2)N[C@H]1c1ccccc1	-5	-3	32%[activator]	9%	6%	5%
12	Cc1ccc(N2CC(C(=O)NCCN3CCOCC3)CC2=O)cc1C (configuration not stated)	16	-8	21%	1%	17%	-1%
13	CNc1ncc(C(=O)c2ccc(-c3ccccc3)cc2)s1	64*	45*	64%[activator]	93%[activator]	-1%	-4%
14	CCC(=O)Nc1ccc2c(c1)C(=O)N(C)C2=O	-7	-2	35%[activator]	/	0%	0%
15	COc1ccc(-n2c(/C=C/c3ccc4c(c3)OCO4)nc3ccccc3c2=O)cc1	1	-2	9.3µM*	?	0%	-3%
16	CC(Nc1cccc2ccccc12)C(=O)N/N=C/c1ccccn1 (configuration not stated)	-14	5	?	/	?	5%
17	CC(=O)c1ccc(OCCOc2ccc(C#N)cc2)cc1	-7	-2	-1%	63%[activator]	2%	-30%
18	COc1ccc(NC(=O)CN(C)CC(=O)Nc2cccc(F)c2)cc1Cl	15	7	?	?	-15%	-3%
19	CCc1cc(CC)c(/C=N/NC(N)=O)c(CC)c1	-3	-8	-1%	-8%	0%	-3%
20	CN1CCN(C(=O)O[C@H]2c3nccnc3C(=O)N2c2ccc(Cl)cn2)CC1	-12&-5	-8&-2	46%&-27%[activator]	15%&-7%	-1%&0%	6%
21	O=C1N=C2SCCN2/C1=C\c1c(Cl)cccc1Cl	9	1	23%	-4%	1%	?
22	CCN(CC)c1ccc(NC(=O)CCc2nnc3ccc(N4CCCC4)nn23)c(C)c1	-1	1	?	12µM*	-11%	-21%
23	S=C(Nc1ccc(Cl)cc1)c1nc2ccccc2[nH]1	66*	59*	?	-42%	?	-1%
24	COc1cc(OC)cc(C(=O)NCC(=O)OCC(=O)/C=C2/N(C)c3ccccc3C2(C)C)c1	-10	8	?	24%	0%	-10%
25	S=c1[nH]ncn1/N=C/c1ccc(Br)cc1	1	8	23%	14%	2%	-31%
26	Cc1ccc(-n2nc(-c3cccs3)cc2C(=O)NCC2CCCO2)c(C)c1 (configuration not stated)	8	-3	?	?	-21%	-1%
27	Cn1nccc1C(=O)OCC(=O)Nc1nc(-c2ccccc2)cs1	54	24*	24%	78%[activator]	-15%	-11%
28	COc1ccc(NC(=O)CSc2nncn2C)cc1	16	25*	18%	1%	-2%	5%
29	N#C/C(=C\c1ccc(F)cc1F)S(=O)(=O)c1ccccn1	-4	-1	12%	15%	-12%	7%
30	COCC(C)NC(=O)c1cc2cc(OC)ccc2[nH]1 (configuration not stated)	-4	2	40%[activator]	4%	-25%	4%
31	COc1ccc(COc2cc(-c3cccc(OC)c3)nc3ccc(N)cc23)cc1	61*!	37*!	5.9µM*	15µM*	-10%[89.2 µM]	3%
32	Clc1ccc(CN2CCN(/N=C/c3ccco3)CC2)cc1	17	19*	29%	?	3%	-19%
33	O=C(CN(C(=O)CNC(=O)c1cccs1)c1ccccc1F)NC1CCCC1	-5	-3	?	-7%	-1%	3%
34	CCC(C)C(NC(=O)c1ccc(Cl)cc1)C(=O)Nc1cccnc1 (configuration not stated)	-7	-4	-25%	-21%	1%	-5%
35	CCCCn1nc2cc(C(=O)NCc3ccc4c(c3)OCO4)ccc2c1OCC	4	-1	?	?	9%	-11%
36	Nc1ncnc2c1ncn2[C@@H]1O[C@H](COP(=O)(O)OP(=O)(O)OP(=O)(O)O)[C@H]2OC3(O[C@H]21)C([N+](=O)[O-])=CC(=[N+]([O-])[O-])C=C3[N+](=O)[O-] (some centres not stated)	17	7	/	/	7%	/
37	O=c1[nH]c(O)c(C=Nc2ccccc2Sc2ccccc2)c(=O)[nH]1	-5	1	33%[activator]	51%[activator]	-5%	-36%
38	CC(C)N(CC#CCC(O)(c1ccccc1)c1ccccc1)CCO	12	-4	?	-30%	16µM*	55%[activator]
39	CC1=CC(=Nc2c(C)n(C)n(-c3ccccc3)c2=O)C=CC1=O	12	7	?	?	3.5µM*	2.8µM*
40	Cn1ncc(N=Cc2ccc([N+](=O)[O-])cc2)c1C(=O)Nc1ccccc1	-13	-2	-13%	0%	-3%	1%
41	NC(=O)c1ccccc1NC(=O)CC12CC3CC(CC(C3)C1)C2	/	-3	9.3µM*	-11%	16%	8%
42	CC(OCC(O)CN(C)CCOc1ccccc1)c1ccc(Cl)cc1 (configuration not stated)	-7	-2	12µM*	?	-15%	2%
43	CN(C)c1nc(NCc2ccccc2)nc(Oc2ccc(=O)[nH]n2)n1	-11	2	/	-6%	2%	13%
44	Cc1ccc(C(=O)N(CC(=O)Nc2ccc(Cl)c(Cl)c2)Cc2ccco2)cc1	49	4	23%	19%	2%	-1%
45	CC1(C)CC2CC(C)(CN2S(=O)(=O)c2cccc(N)c2)C1 (configuration not stated)	-11	-2	-7%	?	0%	1%
46	O=C(O)c1cc2c(cn1)[nH]c1ccccc12	23	5	3%	4%	?	-32%
47	Brc1ccc(-c2ncc3ccccn23)cc1	88*	60*	114%[activator]	32%[activator]	-10%	28µM*
48	CCOC(=O)c1nc(Nc2ccc(C(=O)OC)cc2)c2ccccc2n1	17	9	-9%	?	-4%	-11%&-13%

# Sorted by number of heavy atoms (high to low): 4 of the compounds above
No.	mol	Shiga toxin inh	CHX counter	Pf growth 96h	Pf growth 48h	Giardia FBPA inh	Sm TGR block
35	CCCCn1nc2cc(C(=O)NCc3ccc4c(c3)OCO4)ccc2c1OCC	4	-1	?	?	9%	-11%
44	Cc1ccc(C(=O)N(CC(=O)Nc2ccc(Cl)c(Cl)c2)Cc2ccco2)cc1	49	4	23%	19%	2%	-1%
8	O=C(COC(=O)c1cc[n+]([O-])cc1)Nc1ccc(Br)cc1	/	/	26%	1%	/	1%
1	CCN1C(=O)N(CC)c2cccc3cccc1c23	-10	-2	?	33%[activator]	-18%	-7%

# Gathered by group, those above containing a thiophene ring, fused or not (two)
No.	mol	Shiga toxin inh	CHX counter	Pf growth 96h	Pf growth 48h	Giardia FBPA inh	Sm TGR block
26	Cc1ccc(-n2nc(-c3cccs3)cc2C(=O)NCC2CCCO2)c(C)c1 (configuration not stated)	8	-3	?	?	-21%	-1%
33	O=C(CN(C(=O)CNC(=O)c1cccs1)c1ccccc1F)NC1CCCC1	-5	-3	?	-7%	-1%	3%

# Continued:
No.	mol	Shiga toxin inh	CHX counter	Pf growth 96h	Pf growth 48h	Giardia FBPA inh	Sm TGR block
49	CN(CCc1ccccn1)C(=O)c1nn2c(C(F)(F)F)cc(-c3ccco3)nc2c1Cl	13	9	?	?	1%	45µM*
50	O=C(NCCc1ccncc1)c1ccc2nc(Cc3cccc(Cl)c3)oc2c1	-10	0	-44%	10%	/	1%
51	CC(OC(=O)c1ccc(F)c(S(=O)(=O)N2CCOCC2)c1)C(=O)NC1CCCC1 (configuration not stated)	/	/	2%	4%	/	-3%
52	COc1ccccc1N1CCN(C(=O)Cn2c(=O)oc3cc(S(=O)(=O)N4CCCC4)ccc32)CC1	0	-1	17%	-16%	5%	0%
53	Cc1ccc(C(C(=O)NC2CCCCC2)N(Cc2ccco2)C(=O)Cn2cnc3ccccc32)cc1 (configuration not stated)	1	7	-8%	12µM*	5%	-30%
54	Cc1cccc(C(=O)N2CCC(=O)N(C(COCc3cccc(C(F)(F)F)c3)Cc3ccccc3)CC2)c1 (configuration not stated)	-3	-2	9.3µM*	?	-11%	-16%
55	CC(C)(C)c1ccc(NS(=O)(=O)c2ccc(N)cc2)cc1	22	-1	-4%	39%[activator]	-3%	4%
56	Cn1c(N2CCN(C(=O)Nc3ccc(F)cc3)CC2)nc2ccccc21	2	11	-20%	?	2%	-5%
57	CCOC(=O)C1CCN(/C=C2/C(=O)NC(=S)N(c3ccccc3F)C2=O)CC1	-9	-2	12%	-6%	1%	-3%
58	N#C/C(=C/N1CCOCC1)c1ccccc1	22	6	7%	50%[activator]	14%	16%
59	COc1ccc(C(CC(=O)N2CCCC2)c2c(O)cc(OC)cc2OC)cc1 (configuration not stated)	-6&1	2&-6	-3%	1%	6%&-4%	0%
60	COC(=O)c1ccc(NC(=O)C(=O)N2CCN(C(=S)Nc3cccc(OC)c3)CC2)cc1	5	11	-14%	2%	-2%	-1%
